# Screening results (PubChem BioAssay)
# TexasRed fluor – Texas Red fluorescence interference in TRb-SRC2 counter-screen. 0.29% of 280,000 active. Potency, µM (series often up to 106 µM), without a hit: at the top dose fluorescence change, negative = quenching. AID 1479. TRb/SRC2 Texas Red total fluorescence interference; active = well fitted curve in either direction with a large enough effect; inconclusive = small, poorly fitted or top-dose-only effect; also: % is scaled to controls: 0 for no effect and ±100 for the full control effect
#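 Flags fluorescent or light-absorbing compounds by total fluorescence, S + 2P, at 555 nm excitation and 632 nm emission. Mixture: 20 nM Texas Red SRC2 peptide, 0.6 uM human TRb LBD, 1 uM T3, 5% DMSO; compound exposure 5 h at ambient temperature.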
# TRb-SRC2 inh – disrupts binding of human TR beta to SRC2 | P10828 | TRbeta-SRC2 peptide binding, fluorescence polarization; receptor liganded with 1 µM T3 | Potency, µM (titrated, usually from 106 µM), for inactives: at the highest dose activity change, negative = inhibition, hits mostly inhibitors | 0.065% of 280,000 active;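 also: plate controls were bound peptide for no effect and peptide without receptor for full effect; nearly all actives have a fitted effect of over 50% in size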
#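 Human TRb ligand-binding domain (0.6 uM) is mixed with 20 nM Texas Red SRC2 peptide and 1 uM T3; after compound addition and 5 hr at ambient temperature, polarization is measured and normalized to unbound and bound controls.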
# HTT cytoprotect – Huntington cell model cytoprotection by ATP luminescence; 0.14% of 230,000 active; AID 1471; PC12 HTT-Q103 induced, cytoprotection, ATP luminescence, 40 h; Potency, µM (top dose mostly 56.4 µM), for the others: cytoprotection (ATP increase), actives largely listed as activators;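 also: % of control where 0% means no effect; nearly all actives have a fitted effect of over 45% in size; toxic huntingtin expression switched on by the ecdysone agonist tebufenozide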
#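 Huntington model: PC12 line, ecdysone-inducible HTTQ103 exon1–GFP, tebufenozide 100 nM. Test articles in a dose series. Endpoint luminescence from cellular ATP.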
# RECQ1 inh – blocks DNA unwinding by human RECQ1. RECQ1 DNA unwinding, red fluorescence kinetic read. Potency, µM (highest dose often 57.3 µM), for the others: at the top dose activity, negative = inhibition, actives largely listed as inhibitors. 0.54% of 240,000 active. AID 2549;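 also: plate controls were vehicle for no effect and no enzyme for full effect; nearly all actives have a fitted effect of over 30% in size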
# Target sequence (P46063 whole entry, looked up): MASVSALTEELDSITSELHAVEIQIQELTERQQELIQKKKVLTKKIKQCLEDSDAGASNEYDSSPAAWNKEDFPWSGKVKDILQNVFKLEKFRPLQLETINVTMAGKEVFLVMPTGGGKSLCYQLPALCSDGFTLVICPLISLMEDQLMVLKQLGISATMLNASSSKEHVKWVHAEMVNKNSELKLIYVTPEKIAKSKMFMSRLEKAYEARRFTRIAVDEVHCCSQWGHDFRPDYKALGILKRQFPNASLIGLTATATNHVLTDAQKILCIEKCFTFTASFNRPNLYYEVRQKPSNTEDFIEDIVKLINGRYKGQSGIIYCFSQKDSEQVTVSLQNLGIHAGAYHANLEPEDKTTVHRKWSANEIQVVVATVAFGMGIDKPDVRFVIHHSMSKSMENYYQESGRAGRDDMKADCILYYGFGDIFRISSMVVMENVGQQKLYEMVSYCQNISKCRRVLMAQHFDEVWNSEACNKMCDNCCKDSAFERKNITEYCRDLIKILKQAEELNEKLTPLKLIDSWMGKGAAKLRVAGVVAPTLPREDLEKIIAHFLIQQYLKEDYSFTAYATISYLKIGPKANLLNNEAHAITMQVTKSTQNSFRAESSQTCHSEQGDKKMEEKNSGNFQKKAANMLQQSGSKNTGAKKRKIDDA
#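 RECQ1T1 50 nM; forked duplex (20 bp + 30-nt ss tails) 200 nM, ATP 2 mM final; pH 8.0, 2 mM MgCl2, 2.5 ug/ml poly(dI-dC); 15 min compound preincubation; discontinuous kinetic read over 2 h at RT.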
# Tau fibril ThT – blocks human tau fibril formation measured by thioflavin T | Potency, µM (top dose mostly 57.4 µM), inactives show at the top dose activity, negative = inhibition, usual class: inhibitors | 2.1% of 270,000 active | recombinant tau K18 P301L, heparin-induced fibrillization, ThT fluorescence; also: % is scaled to controls: 0 for no effect and ±100 for the full control effect; nearly all actives have a fitted effect of over 55% in size
# Target sequence (P10636 561-689 P618L limits assumed): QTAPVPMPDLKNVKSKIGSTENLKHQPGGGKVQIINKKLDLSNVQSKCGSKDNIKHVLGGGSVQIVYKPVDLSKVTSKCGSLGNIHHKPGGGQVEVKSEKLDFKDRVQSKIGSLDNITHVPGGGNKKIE
#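 ThT emission at 510 nm, taken 1 hr after adding 30 uM dye, quantifies aggregates formed when 20 uM heparin acts on human tau K18 P301L for 6 hr at 37 C.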
# Tau fluor cs – counter-screen for tau fibril formation inhibitors. tau K18 P301L (four-repeat tau fragment) Alexa594 fluorescence, heparin fibrillization. 0.93% of 280,000 active. Potency, µM (highest dose often 57.7 µM), for inactives: at the highest dose activity change, negative = decrease; also: % is scaled to controls: 0 for no effect and ±100 for the full control effect; nearly all actives have a fitted effect of over 55% in size
#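 Human K18 P301L tau (15 uM unlabeled plus 0.24 uM Alexa 594-labeled, final) in 100 mM sodium acetate pH 7 was mixed with compound and 20 uM heparin and incubated 6 hr at 37 C.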
# Tau fibril FP – blocks human tau fibril formation measured by polarization | P10636 | K18 P301L tau heparin fibrillization, Alexa594 FP, 6 h | Potency, µM (titrated, usually from 57.7 µM), for inactives: at the top dose activity, negative = inhibition, actives largely listed as inhibitors | 0.39% of 280,000 active | AID 1468; also: % is scaled to controls: 0 for no effect and ±100 for the full control effect; nearly all actives have a fitted effect of over 55% in size
#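 Recombinant K18 P301L […], labeled with Alexa 594 at 0.24 uM over 15 uM unlabeled; heparin inducer 20 uM final; 37 C, 6 hr; FP endpoint.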
# L3MBTL1 block – blocks human L3MBTL1; Q9Y468; AlphaScreen L3MBTL1–H3K9me1 peptide binding; AID 485360; Potency, µM (titrated, usually from 57.1 µM), inactives show at the highest dose activity, negative = inhibition, actives largely listed as inhibitors; 0.66% of 230,000 active; also: % is scaled to controls: 0 for no effect and ±100 for the full control effect; nearly all actives have a fitted effect of over 60% in size
#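 AlphaScreen proximity signal between nickel-chelate acceptor and streptavidin donor beads (final 10 ug/mL) reports binding of 50 nM L3MBTL1 to 75 nM biotin-H3 K9me1 peptide; complex incubated with compounds 30 min at room temperature; cefsulodin titration as control.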
# An asterisk follows results filed as active; i = inactive; ? = inconclusive; / = not tested or not shown; & = joins results of further samples; [ ] = dose if it differs, or a comment. Unless noted, calls follow the shape of the dose curve; as a rule, active = well fitted curve in the direction sought with a large enough effect; inconclusive = small, poorly fitted or top-dose-only effect, or another doubt; inactive = no such curve, though single readings can be large; an effect the other way counts as inactive or inconclusive. Potency is read from the fitted curve at half-maximal effect. Only part of the results is shown (hit frequency here may not be typical).
entry	SMILES	TexasRed fluor	TRb-SRC2 inh	HTT cytoprotect	RECQ1 inh	Tau fibril ThT	Tau fluor cs	Tau fibril FP	L3MBTL1 block
1	COc1ccc(C(N)=S)c(OC)c1	0%	3%	/	-3%	-4%	0%	-2%	3%
2	Oc1cccc2ccc[n+](CC(O)Cn3c4ccccc4c4ccccc43)c12 (configuration not stated)	0.89µM*[quencher]	-12%	4%[10 µM]	-10%	?	?	14%	-7%
3	C=CCC1(C#N)C(SC)=NC2=C(C(=O)CC(C)(C)C2)C1c1ccc(Br)cc1 (configuration not stated)	-3%	3%	-9%[1.9 µM]	-18%	-9%	-9%	5%	-17%
4	Cc1cc(NC(=O)C(C)C)ncc1NC(=O)CCc1ccccc1	4%	-2%	-4%	-1%	-4%	2%	1%	1%
5	Cc1ccccc1CN1C(=O)c2ccccc2Sc2ccc(C(=O)NCc3cccs3)cc21	-2%	3%	/	/	8%	-6%	1%	/
6	CCCCOc1ccc(C(=O)CCN2CCOCC2)cc1	-4%	5.6µM*	-6%	-3%	?	-10%	?	9%
7	CCOc1ccc(-c2ccc(SCC(=O)Nc3nnc(CC)s3)nn2)cc1	-2%	-3%	-128%[inhibitor]	-5%	-19%	5%	-11%	/
8	CCOc1ccc(S(=O)(=O)N2CCC(N3CCN(Cc4ccc(C)cc4)C(=O)C3=O)CC2)cc1	-1%	1%	/	/	0%	0%	2%	/
9	Cc1noc(C)c1COc1cccc(C(=O)Nc2ccccc2N2CCOCC2)c1	-2%	-9%	11%[10 µM]	-4%	-8%	-8%	-2%	9%
10	CC(C)Cn1c(N)c(C=O)c(=O)[nH]c1=O	0%	-8%	-6%	-10%	0%	1%	-1%	1%
11	O=C(COc1ccccc1)N1CCN(C(=O)c2cccs2)CC1	-6%	1%	-3%[10 µM]	i	-12%	-1%	-3%	?
12	COc1ccc2nc(C)cc(SCC(NC(C)=O)C(=O)OC(C)C)c2c1 (configuration not stated)	-2%	-4%	4%[10 µM]	i	?	-16%	-7%	-2%
13	Cc1ccc(C(=O)c2oc3ccccc3c2NC(=O)c2cc(=O)c3ccccc3o2)cc1	-50%	1%	/	/	1%	-10%	-3%	/
14	O=C(c1c(O)c2ccc(Cl)cc2[nH]c1=O)C1CC1	-4%&-2%	4%&-5%	-13%&-12%	-2%	-1%&-7%	4%&-9%	10%&0%	/
15	FC(F)Sc1ccc(NC(=S)NC2CCCCC2)cc1	-5%	-2%	-74%[inhibitor]	-15%	-12%	?	?	/
16	COC(=O)c1ccc(C(=O)OC)c(NC(=O)CS(=O)(=O)Cc2ccccc2)c1	3%	3%	14%	-12%	0%	-6%	-6%	9%

# Next section, overlapping the part above by 2 compounds.
entry	SMILES	TexasRed fluor	TRb-SRC2 inh	HTT cytoprotect	RECQ1 inh	Tau fibril ThT	Tau fluor cs	Tau fibril FP	L3MBTL1 block
15	FC(F)Sc1ccc(NC(=S)NC2CCCCC2)cc1	-5%	-2%	-74%[inhibitor]	-15%	-12%	?	?	/
16	COC(=O)c1ccc(C(=O)OC)c(NC(=O)CS(=O)(=O)Cc2ccccc2)c1	3%	3%	14%	-12%	0%	-6%	-6%	9%
17	COc1ccc(C(=O)CN2C3=NCCCN3c3ccccc32)cc1OC	0%	-5%	0%	-5%	11%	14%	-1%	1%
18	COc1ccc(C[C@@H]2CN3C(=NC[C@@H]3C)N2C[C@H](C)NC(=O)c2ccc(C)c(Br)c2)cc1	0%	-1%	-21%[10 µM]	-12%	-7%	-4%	2%	-1%
19	CCOc1ccc(S(=O)(=O)N(CC(=O)Nc2ccc3c(c2)OCO3)c2ccc(C)cc2)cc1	-1%	6%	/	/	-12%	?	6%	/
20	Cc1csc(NC(=O)c2ccncc2)n1	1%	7%	11%[10 µM]	-17%	?	-12%	2%	-14%
21	CCCCNC(=O)CS(=O)Cc1nc(-c2cccs2)oc1C (configuration not stated)	-3%	-1%	-6%	-7%	-22%	-10%	-8%	/
22	CC(=O)Nc1nonc1-c1nnc(SCc2ccccc2Cl)n1C	-3%	2%	/	/	-4%	-9%	-1%	/
23	CSc1nnc(-c2ccc(S(=O)(=O)N3CCOCC3)cc2)n1CC1CCCO1 (configuration not stated)	0%	-11%	9%[10 µM]	i	-11%	-4%	-1%	/
24	NC(=O)Cc1ccc(C(=O)c2ccc(Cl)cc2Cl)s1	-1%	-2%	12%	-2%	-10%	-23%	-3%	/
25	CCOc1ccc2nc(N3CCCC(C(=O)Nc4ccc(OC)c(Cl)c4)C3)sc2c1 (configuration not stated)	1%	2%	/	/	-9%	?	?	/
26	Cc1onc(-c2ccccc2Cl)c1C(=O)Oc1cc(F)cc(F)c1	-1%	-8%	/	/	-2%	-13%	?	/
27	Cc1ccccc1NC(=O)c1nc(S(C)(=O)=O)ncc1N(Cc1ccco1)Cc1sccc1C	4%	-6%	/	/	-2%	-15%	-4%	/
28	COC(=O)c1cc(C#N)c(Oc2ccc(F)cc2)nc1C	-3%	-2%	-13%	-3%	-12%	-11%	-5%	1%
29	CCNc1nc(NCC)nc(Nn2cnnc2)n1	1%	3%	-9%	-7%	-1%	-8%	-3%	/
30	O=C1CCCC(=O)N1c1ccc(N2CCN(c3ccc([N+](=O)[O-])cc3)CC2)c([N+](=O)[O-])c1	-8%	8%	19%[10 µM]	-2%	4µM*	-20%	0%	-5%
31	CC(=O)Nc1ccc(CN2CCN(CC(C)C)C(CCO)C2)cc1 (configuration not stated)	-5%	2%	-29%	-5%	-4%	-3%	2%	-3%
32	N#C/C(=C/c1ccc(N2CCCCCC2)o1)c1ccc(Cl)cc1	9%	-2%	36%	?	25µM*	?	?	/
33	Cc1nc2ccn(Cc3cccs3)c(=O)c2cc1C(=O)N1CCN(c2ccccc2)CC1	4%	0%	/	/	-5%	-7%	9%	/
34	COc1cc(/C=C(\C#N)c2nc3ccccc3[nH]2)cc(OC)c1O	-18%	2%	9%[10 µM]	?	7.1µM*	?	?	-24%
35	CC(C)CSc1nc2c(=O)[nH][nH]c(=O)c2n1Cc1ccccc1	-5%	12%	20%[10 µM]	-6%	-5%	-2%	2%	0%
36	O=C(CC1(C(=O)O)CCCC1)N1CCOCC1	0%	-5%	5%	-6%	-9%	-4%	-5%	/
37	O=C(NCCCO)c1nn(-c2ccc(Cl)cc2)nc1CO	-2%	7%	/	/	0%	2%	2%	/
38	O=C(Cc1ccc(Cl)cc1)Nc1ncc([N+](=O)[O-])s1	-3%	9%	-73%[inhibitor]	i	?	-14%	11%	7%
39	Cc1ccc(-c2nc(N)s[n+]2-c2ccccc2)cc1	-1%[53 µM]	2%[53 µM]	-3%[10 µM]	-1%	3%	6%	-1%	22%
40	COc1ccc(/C=C/C(=O)NCC(=O)n2nc(C)cc2C)cc1	-2%	0%	-10%[10 µM]	-2%	-9%	-4%	?	-2%
41	COc1ccc(/C=C2\SC(=S)N(CCCC(=O)NNC(=O)c3ccccc3O)C2=O)cc1	0%	3%	24%[10 µM]	-1%	?	-25%	?	-2%
42	Cc1cc(C(=O)N2CCN(c3ccc(F)cc3)CC2)c2c(C)nn(-c3cccc(Cl)c3C)c2n1	7%	5%	/	/	-8%	-16%	6%	/
43	CCc1nnc(NC(=O)C2Cc3ccccc3CN2S(=O)(=O)CC)s1 (configuration not stated)	-1%	-3%	-30%	i	0%	0%	1%	5%
44	CC(C)CO/N=C1/[C@H]2O[C@@H]2[C@@H](O)[C@H]2[C@H]1CCn1c(=O)n(-c3ccccc3)c(=O)n12	-1%[11.2 µM]	-1%[11.2 µM]	-2%[10 µM]	7%[11.5 µM]	-6%[11.5 µM]	-9%[11.6 µM]	-5%[11.6 µM]	/
45	Cc1ccc(-c2nc3nc(C)cc(N4CCN(c5cccc(C)c5)C(C)C4)n3n2)cc1 (configuration not stated)	1%	-1%	/	/	?	-15%	4%	/
46	CC1=NN(C(=O)CCCc2ccccc2)C(O)(C(F)(F)F)C1 (configuration not stated)	-1%	0%	-11%[10 µM]	1%	-14%	-20%	3%	-1%
47	Cc1cccc(N2CCN(C(=O)C3CCN(c4ncnc5c4nc4n5CCCCC4)CC3)CC2)c1C	?	4%	/	/	?	4%	5%	/
48	O=C(CC1c2ccccc2Oc2ccccc21)N1CCN(c2ccccn2)CC1	0%	-15%	-17%	-10%	0%	2%	7%	13%
49	CC(=O)c1ccc(NC(=O)Cn2cnc3nc4c(cc3c2=O)CC(C)CC4)cc1 (configuration not stated)	-3%	9%	/	/	-2%	-11%	1%	/
50	O=C(c1ccc(C(F)(F)F)cc1)N1CCC(=O)N(C(COCc2ccc(Cl)cc2)Cc2ccccc2)CC1 (configuration not stated)	-1%	-4%	/	i	?	-18%	1%	4%
51	CCN(CC)S(=O)(=O)c1ccc(/C=C/C(=O)O)cc1	0%	-9%	?	-5%	2%	0%	2%	3%
52	CC(Oc1ccc(Cl)cc1Cl)C(=O)Nn1cnnc1 (configuration not stated)	-2%	-10%	15%[10 µM]	i	-4%	-1%	-4%	13%
53	O=C(O)Cn1cc(C(=S)N2CCCCC2)c2ccccc21	3%	-3%	/	i	?	-10%	?	9%
54	CCOC(=O)c1noc2ncnc(Nc3ccc(C)c(F)c3)c12	-5%	-1%	/	/	4%	7%	5%	/
55	Cc1ccc(C(=O)N/C(=C\c2ccc(C(C)C)cc2)C(=O)NCCCN2CCOCC2)cc1	-2%	-5%	-15%[10 µM]	13%	5%	3%	-5%	23%
56	COc1ccc(-n2c(=O)c3c4c(sc3n(Cc3ccc(F)cc3)c2=O)CCCC4)c(OC)c1	-1%	3%	/	/	-14%	-20%	-12%	/
57	CN(CC(O)COc1ccccc1F)C1CCCCC1 (configuration not stated)	-4%	5%	30%	-4%	3%	9%	2%	1%[11.4 µM]
58	CCCCNC(=O)CN(c1cccc(Br)c1)S(C)(=O)=O	1%	-17%	6%[1.9 µM]	-2%	-6%	-5%	-2%	1%
59	NC(=O)C(=O)NCCCN1CCOCC1	-2%	0%	8%[10 µM]	16%	-12%	13%[2.34 µM]	5%	3%
